AmpC detergent – inhibitors of E. coli AmpC beta-lactamase with detergent. Potency, µM (series often up to 114 µM), without a hit: top-dose activity change, negative = inhibition, most hits filed as inhibitors. AmpC hydrolysis of nitrocefin, absorbance 480 nm, 0.01% Triton. P00811. 370,000 compounds, 0.041% hits;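 note: potency is the fitted concentration of half-maximal effect; 0% = no-compound wells and -100% = no-enzyme wells; nearly all actives have a fitted effect of over 25% in size; some results filed as inactive show a strong effect at the top dose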
Target sequence (P00811 whole entry, looked up): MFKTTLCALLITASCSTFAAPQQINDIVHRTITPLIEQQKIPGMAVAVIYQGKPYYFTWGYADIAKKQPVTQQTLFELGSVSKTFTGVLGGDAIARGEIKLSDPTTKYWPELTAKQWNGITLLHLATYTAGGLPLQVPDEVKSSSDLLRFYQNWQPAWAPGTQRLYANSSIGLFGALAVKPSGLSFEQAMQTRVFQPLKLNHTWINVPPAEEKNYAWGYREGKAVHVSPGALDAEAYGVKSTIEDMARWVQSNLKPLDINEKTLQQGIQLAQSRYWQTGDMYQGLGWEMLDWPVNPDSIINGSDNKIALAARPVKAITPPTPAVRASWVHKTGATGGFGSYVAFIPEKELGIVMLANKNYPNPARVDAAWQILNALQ
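20 mM phosphate pH 7.0 + 0.01% (detergent screen) or 0.0001% Triton X-100; 5.3 nM AmpC reagent; cpd preinc 15 min RT; nitrocefin (800 uM stock) to start; A480 q20 s × 4 min; Activity was normalised to no-enzyme and no-compound control wells.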
AMA1-RON2 inh – inhibitors of Plasmodium falciparum AMA1-RON2 interaction. 360,000 compounds, 0.2% hits. AlphaScreen AMA1-biotinylated RON2 peptide binding. Potency, µM (doses to about 58.2 µM), for inactives: top-dose activity change, negative = inhibition, most hits filed as inhibitors. AID 720542;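 note: potency is the fitted concentration of half-maximal effect; 0% = vehicle wells and -100% = peptide control; nearly all actives have a fitted effect of over 45% in size; some results filed as inactive show a strong effect at the top dose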
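AMA1 (3D7) with his tag at 25 nM final met compounds first, then biotinylated RON2 peptide at 25 nM; detection used donor plus acceptor beads, 10 µg/mL apiece, read by AlphaScreen after 30 min at room temperature.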
LmPK inh – LmPK (Leishmania mexicana) enzyme inhibition; purified LmPK, Kinase-Glo ATP luminescence, 1 h; Potency, µM (top dose mostly 57.5 µM), for the others: at the top dose activity change, negative = inhibition, usual class: inhibitors; 290,000 compounds, 0.37% hits; note: potency is the fitted concentration of half-maximal effect
Target sequence (Q27686 whole entry, looked up): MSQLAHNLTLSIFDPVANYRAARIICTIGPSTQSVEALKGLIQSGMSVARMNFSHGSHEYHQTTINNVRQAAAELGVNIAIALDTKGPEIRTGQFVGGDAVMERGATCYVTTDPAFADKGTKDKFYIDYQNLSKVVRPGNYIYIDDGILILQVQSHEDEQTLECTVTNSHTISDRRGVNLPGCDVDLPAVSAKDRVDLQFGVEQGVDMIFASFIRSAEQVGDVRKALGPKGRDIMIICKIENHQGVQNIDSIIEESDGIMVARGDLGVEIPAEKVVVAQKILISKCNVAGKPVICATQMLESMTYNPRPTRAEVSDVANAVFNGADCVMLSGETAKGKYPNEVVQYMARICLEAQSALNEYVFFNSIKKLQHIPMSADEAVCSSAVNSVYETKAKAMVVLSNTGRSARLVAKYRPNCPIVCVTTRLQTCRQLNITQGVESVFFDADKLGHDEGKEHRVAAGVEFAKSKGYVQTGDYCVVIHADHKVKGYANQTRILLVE
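Purified LmPK (0.1 nM) with 0.5 mM PEP and 0.1 mM ADP in imidazole buffer pH 7.2 with MgCl2/KCl, 1 h at room temperature. ATP formed was read by luciferase luminescence and normalized to no-enzyme and uninhibited controls.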
AmpC inh no detg – AmpC beta-lactamase inhibition without detergent; 330,000 compounds, 0.52% hits; AmpC nitrocefin hydrolysis, absorbance 480 nm, 0.0001% Triton; P00811; Potency, µM (doses to about 57.1 µM), for inactives: at the highest dose activity change, negative = inhibition, actives largely listed as inhibitors; AID 485341;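 note: potency is the fitted concentration of half-maximal effect; plate controls were no compound for no effect and no enzyme for full effect; nearly all actives have a fitted effect of over 20% in size; some results filed as inactive show a strong effect at the top dose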
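AmpC (5.3 nM in the dispensed reagent) in 20 mM phosphate pH 7.0 with 0.01% (detergent screen) or 0.0001% Triton X-100 was preincubated with compounds for 15 min at room temperature. Nitrocefin was then added from an 800 uM solution, and hydrolysis was followed at 480 nm.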
Tb PYK inh – T. brucei pyruvate kinase inhibition | TbPYK enzyme, Kinase-Glo Plus ATP luminescence, 45 min | Potency, µM (top dose mostly 76.8 µM), for inactives: at the highest dose activity, negative = inhibition, usual class: inhibitors | 410,000 compounds, 0.12% hits | AID 624173 | Q57TT1; note: potency is the fitted concentration of half-maximal effect; nearly all actives have a fitted effect of over 50% in size
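Assay buffer: 50 mM TEA pH 7.2, 100 mM KCl, 10 mM MgCl2, 0.05% BSA, 0.01% Tween-20. Pyruvate kinase from T. brucei plus substrate met compound, then ADP (130 uM final). Luminescence was read post 45 min RT.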
HCV inh – HCV inhibition; Huh7.5.1 HCVcc-Cre infection, luciferase reporter, 44 h; Potency, µM (series often up to 41.8 µM), for the others: at the top dose activity change, negative = inhibition, usual class: inhibitors; 340,000 compounds, 3.4% hits; AID 651820; note: potency is the fitted concentration of half-maximal effect
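Antiviral activity was scored by luciferase reporter output from cells infected with HCVcc-Cre (~0.5 moi) in presence of compound, 44 h infection period, cells seeded 1,000/well 4 h prior.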
HCMV antiviral – blocks human cytomegalovirus replication; HFF cells, HCMV-luciferase reporter, 72 h; stronger effect = lower value; activity change, negative = inhibition, % at 57.5 µM; 410,000 compounds, 4.5% hits; in the data active = activity change below about -60%; inconclusive = no clear call, values can overlap the other calls; inactive = above about -39%
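Two-dose cell screen: HFF monolayers treated with compounds and infected with luciferase-expressing HCMV at 1 PFU/cell, 72 h at 37C, then lysed for luciferase measurement.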
An asterisk follows results filed as active; [ ] = remark or other dose. Unless noted, calls come from the whole dose curve; as a rule, active = well fitted curve in the direction sought with a large enough effect; inconclusive = small, poorly fitted or top-dose-only effect, or another doubt; inactive = no such curve, though single readings can be large; an effect the other way counts as inactive or inconclusive. Unless noted, % is set by controls: 0 for no effect and ±100 for the full control effect.

Screening CC(C)c1ccc2[nH]c(O)c(N=NC(=O)c3cccc(S(=O)(=O)N4CCCCC4)c3)c2c1 returned AmpC detergent -3%, AMA1-RON2 inh 0%, LmPK inh 5%, AmpC inh no detg 6.3µM*, Tb PYK inh -3%, HCV inh 11µM* and HCMV antiviral -24.
For Cc1cc(/C=C(\C#N)C(=O)Nc2ccccc2)c(C)n1-c1ccc2c(c1)OCO2 the results were AmpC detergent inconclusive, AMA1-RON2 inh -2%, LmPK inh 1%, AmpC inh no detg inconclusive, Tb PYK inh -3%, HCV inh inconclusive and HCMV antiviral -26.
CN1CCN(C2=NC(=O)/C(=C/c3ccccc3OS(=O)(=O)c3ccccc3)S2)CC1 was read as AmpC detergent 1%, AMA1-RON2 inh 0%, LmPK inh 1%, AmpC inh no detg 148%[activator], Tb PYK inh -14%, HCV inh -14% and HCMV antiviral 2.
For O=C(Nc1ccccc1Cl)O/N=C(/c1ccccc1)c1ccccn1 the results were AmpC detergent -7%, AMA1-RON2 inh 62%[activator], LmPK inh 2%, AmpC inh no detg -14%, Tb PYK inh 5%, HCV inh 8% and HCMV antiviral -11.
`CNC(=S)NNS(=O)(=O)c1ccc(OC)cc1OC` gave AmpC detergent 7%, AMA1-RON2 inh 102%[activator], LmPK inh 8%, AmpC inh no detg -14%, Tb PYK inh -21%, HCV inh 15% and HCMV antiviral -28.
`NS(=O)(=O)c1ccc(CNC(=O)CNC(=O)c2ccc(F)cc2)cc1` gave AmpC detergent 0%, AMA1-RON2 inh 11%, LmPK inh -5%, AmpC inh no detg -10%, Tb PYK inh -3%, HCV inh 17% and HCMV antiviral 7.
`O=C(CC1(O)C(=O)Nc2ccccc21)c1cccnc1` (stereo not drawn) gave AmpC detergent -11%, AMA1-RON2 inh -3%, LmPK inh 2%, AmpC inh no detg -6%, Tb PYK inh -8%, HCV inh 4% and HCMV antiviral 50.
NC(=O)c1ccc(NC(=O)COC(=O)C(Cc2ccccc2)NC(=O)c2ccccc2)cc1 (stereo not drawn) was read as AmpC detergent 4%, AMA1-RON2 inh -9%, LmPK inh 1%, AmpC inh no detg -27%, Tb PYK inh 3%, HCV inh 24% and HCMV antiviral 11.
Screening COc1ccc(-c2cc3nc(NCCOc4ccccc4)ccn3n2)cc1 returned AMA1-RON2 inh 23%, Tb PYK inh 3% and HCMV antiviral 23.
COC(=O)c1ccc(COc2ccc3c4c(c(=O)oc3c2)CCC4)o1 was read as AmpC detergent -2%, AMA1-RON2 inh -12%, LmPK inh -1%, AmpC inh no detg -1%, Tb PYK inh -4%, HCV inh 13% and HCMV antiviral -36.
S=C(Nc1ccc2nsnc2c1)N1CCCC1 was read as AmpC detergent -4%, AMA1-RON2 inh 13%, LmPK inh inconclusive, AmpC inh no detg -6%, Tb PYK inh -8%, HCV inh -6% and HCMV antiviral 25.
For Cc1ccccc1OCc1ccc(-c2nc(C#N)c(N3CCN(c4cccc(Cl)c4)CC3)o2)o1 the results were AmpC detergent inconclusive, Tb PYK inh 1% and HCMV antiviral -8.
For O=C1NC2(CCCCC2)C(=O)N1c1ccccc1 the results were AmpC detergent -5%, AMA1-RON2 inh -3%, LmPK inh 10%, AmpC inh no detg -9%, Tb PYK inh 2%, HCV inh 6% and HCMV antiviral 0.
COc1ccc(N(CC(=O)NCc2ccccc2C)S(=O)(=O)c2ccc(C)cc2)cc1OC was read as AmpC detergent -13%, AMA1-RON2 inh 10%, LmPK inh 3%, AmpC inh no detg 50%, Tb PYK inh -2%, HCV inh -8% and HCMV antiviral -19.
For COc1ccc(/C=N/NC(=O)c2ccncc2)cc1CN1CCN(c2ccc(F)cc2)CC1 the results were AmpC detergent -1%, AMA1-RON2 inh -20%, LmPK inh 3%, AmpC inh no detg -16%, Tb PYK inh 4%, HCV inh 22% and HCMV antiviral -33.
For COc1ccccc1NC(=O)N(CCN1CCCC1)Cc1cc2cc(C)ccc2[nH]c1=O the results were AMA1-RON2 inh -8%, Tb PYK inh inconclusive, HCV inh -1% and HCMV antiviral -3.
Screening Cc1cc2c(nn1)CCc1nonc1-2 returned AmpC detergent -13%, AMA1-RON2 inh 5%, LmPK inh 6%, AmpC inh no detg -6%, Tb PYK inh -3%, HCV inh 0% and HCMV antiviral 42.
`Nc1c(C(=O)OCC2CCCO2)c2nc3ccccc3nc2n1C1CCCC1` (stereo not drawn) gave AmpC detergent -12%, AMA1-RON2 inh -6%, LmPK inh 6%, AmpC inh no detg -27%, Tb PYK inh -1%, HCV inh inconclusive and HCMV antiviral -17.
`Cc1ccc(C)c(NC(=O)C(C)N2C(=O)c3ccccc3C2=O)c1` (stereo not drawn) gave AmpC detergent inconclusive, AMA1-RON2 inh -2%, LmPK inh -1%, AmpC inh no detg -2%, Tb PYK inh 4%, HCV inh 15% and HCMV antiviral -5.
For Cc1ccc(CN2CCc3nc(N4CCN(c5ncccn5)CC4)ncc3C2)cc1 the results were AmpC detergent -10%, Tb PYK inh 1% and HCMV antiviral -15.
For O=C(CSc1nnc(-c2ccco2)o1)NC(=O)C1COc2ccccc2O1 (stereo not drawn) the results were AmpC detergent 10%, AMA1-RON2 inh 5%, LmPK inh -1%, AmpC inh no detg -8%, Tb PYK inh -9%, HCV inh -1% and HCMV antiviral -2.
For Cc1cccc(-c2nc(SCC(=O)N(C)c3ccccc3)c3c(=O)n(C)c(=O)n(C)c3n2)c1 the results were AmpC detergent 16%, Tb PYK inh -10% and HCMV antiviral 11.
`CCCn1c(SCC(=O)c2[nH]c(C)c(C(C)=O)c2C)n[nH]c1=O` gave AmpC detergent 5%, AMA1-RON2 inh -2%, LmPK inh 2%, AmpC inh no detg -6%, Tb PYK inh -3%, HCV inh 30% and HCMV antiviral 3.
For Cc1cc(O)c(C(c2ccccc2)N2CCN(c3ccc(F)cc3)CC2)c(=O)n1Cc1ccco1 (stereo not drawn) the results were AmpC detergent 8%, Tb PYK inh 3% and HCMV antiviral 13.
Screening Cc1cc([N+](=O)[O-])ccc1Nc1nc2ccccc2n2cnnc12 returned AmpC detergent 0%, AMA1-RON2 inh 14%, LmPK inh 1%, AmpC inh no detg -12%, Tb PYK inh 0%, HCV inh inconclusive and HCMV antiviral -19.
O=S(=O)(c1ccccc1)c1ccc(C(F)(F)F)cn1 was read as AmpC detergent 4%, AMA1-RON2 inh 0%, LmPK inh 0%, AmpC inh no detg -13%, Tb PYK inh -6%, HCV inh 30%[activator] and HCMV antiviral 3.
For COc1ccccc1NC(=O)C(Sc1ccccc1)c1ccccc1 (stereo not drawn) the results were AmpC detergent inconclusive, AMA1-RON2 inh -3%, LmPK inh 6%, AmpC inh no detg -26%, Tb PYK inh -2%, HCV inh -11% and HCMV antiviral 33.
For CCC(Sc1nc2ccccc2c(=O)n1CCN1CCOCC1)C(=O)NCc1cccnc1 (stereo not drawn) the results were AmpC detergent 1%, AMA1-RON2 inh 1%, LmPK inh 1%, AmpC inh no detg -3%, Tb PYK inh 6%, HCV inh 2% and HCMV antiviral -28.
`CC/C(=N\NC(=S)NC(C)C)c1ccc(OC(F)F)cc1` gave AmpC detergent 6%, AMA1-RON2 inh 10%, LmPK inh 1%, AmpC inh no detg -3%, Tb PYK inh 5%, HCV inh 10µM* and HCMV antiviral inconclusive.
CC1CCN(C(=O)c2[nH]cnc2C(=O)N[C@@H](C)C(=O)OC(C)(C)C)CC1 was read as AmpC detergent 6%, AMA1-RON2 inh 12%, LmPK inh 1%, AmpC inh no detg 60%, Tb PYK inh 3%, HCV inh -3%[8.37 µM] and HCMV antiviral -30.
Screening Cc1ccc(Nc2ccccc2)cc1 returned AmpC detergent -5%, AMA1-RON2 inh -36%, LmPK inh -2%, AmpC inh no detg -15%, Tb PYK inh 1%, HCV inh 16% and HCMV antiviral -14.
Screening CN1C(=S)N(c2cccnc2)C(=O)/C1=C\c1ccc(C(C)(C)C)cc1 returned AmpC detergent -11%, AMA1-RON2 inh -14%, LmPK inh 4%, AmpC inh no detg -15%[11.4 µM], Tb PYK inh 2%, HCV inh inconclusive and HCMV antiviral inconclusive.
`CCOC(=O)C1(CCCc2ccccc2)CCN(CC(O)CO)CC1` (stereo not drawn) gave AmpC detergent -7%, AMA1-RON2 inh -4%, LmPK inh 5%, AmpC inh no detg 69%[activator], Tb PYK inh -16%, HCV inh inconclusive and HCMV antiviral -23.
For CC(C)(C)NC(=O)CSc1nc(O)cc(=O)[nH]1 the results were AmpC detergent -3%, AMA1-RON2 inh -2%, LmPK inh 12%, AmpC inh no detg -18%, Tb PYK inh -3%, HCV inh 8% and HCMV antiviral 64.
COc1ccc(Cl)cc1NC(=O)Cn1cc2c(n1)CCC(C)C2 (stereo not drawn) was read as AmpC detergent 23%, Tb PYK inh -7% and HCMV antiviral -15.
`CCOC(=O)c1c(NC(=O)C(Sc2ccccc2)c2ccccc2)sc(C(=O)N(C)C)c1C` (stereo not drawn) gave AmpC detergent -6%, AMA1-RON2 inh -21%, LmPK inh 3%, AmpC inh no detg 102%[activator], Tb PYK inh 5%, HCV inh inconclusive and HCMV antiviral -8.
CSc1cc(N2CCOCC2)nc(-c2ccccc2Cl)n1 was read as AmpC detergent inconclusive, AMA1-RON2 inh 15%, LmPK inh 2%, AmpC inh no detg -5%, Tb PYK inh 5%, HCV inh inconclusive and HCMV antiviral 60.
